Mm-Cpn inhibitor: blocks the Methanococcus maripaludis chaperonin Mm-Cpn; 330,000 compounds, 0.031% hits; purified Mm-Cpn ATPase, ADP Transcreener TR-FRET; AID 504842; Potency, µM (doses to about 76.9 µM), without a hit: top-dose activity, negative = inhibition, actives largely listed as inhibitors; note: potency is the fitted concentration of half-maximal effect; % is set by controls: 0 for no effect and ±100 for the full control effect; nearly all actives have a fitted effect of over 80% in size
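TR-FRET (320 nm excitation; 590 and 665 nm emission) reports ADP made from 10 uM ATP by 25 nM enzyme; compounds were preincubated 10 min, reaction run 30 min, both at 37°C.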
Abeta yeast res: A-beta toxicity reversal in yeast; yeast expressing A-beta42, growth rescue, OD600, 48 h; response scale: 0% DMSO, 100% iron-clioquinol control; Potency, µM (series often up to 46.1 µM), for inactives: at the top dose growth rescue, usual class: activators; 410,000 compounds, 0.063% hits; note: potency is the fitted concentration of half-maximal effect; nearly all actives have a fitted effect of over 55% in size
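Growth rescue measured by 600 nm absorbance after 48 h yeast culture at 30 C with compound. Values normalized between DMSO and an equimolar ferric chloride plus clioquinol control.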
HepG2 tox: HepG2 cytotoxicity, counter-screen for TGF-b inhibitors | HepG2 CAGA-GFP viability, ATP luminescence, 18 h | 410,000 compounds, 0.76% hits | Potency, µM (titrated, usually from 46.1 µM), for inactives: top-dose activity change, negative = cytotoxicity, hits mostly cytotoxic | AID 588856; note: potency is the fitted concentration of half-maximal effect; some results filed as inactive show a strong effect at the top dose
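HepG2 CAGA-GFP cells (1000/well, DMEM with 1% FBS) received compound, then TGF-beta at 500 pg/mL final, and were incubated 18 hours at 37 degrees C. Viability was read by CellTiter-Glo luminescence. Media-only wells were set as complete cell-killing and DMSO as no toxicity.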
CCT chaperon mod: changes cytosolic chaperonin activity. activity change, % (no concentration beside the values), hits read low. AID 651819. purified chaperonin ATPase assay, HTRF ADP detection, 30 min. 360,000 compounds, 0.3% hits; in the data active = activity change below about -30%; note: % is set by controls: 0 for no effect and ±100 for the full control effect
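Enzyme 40 or 20 nM (batch-dependent) in Tris pH 7.4/KCl/MgCl2/DTT; cpd 76 uM single point; ATP 10 uM; 30 min 37 °C; Transcreener ADP HTRF detection, 30 min RT; ratio 665/615.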
A549 viability: A549 cytotoxicity, counter-screen for Nrf2 inhibitors; A549 ARE-Fluc cells, CellTiter-Fluor viability, 18-24 h; Potency, µM (highest dose often 46 µM), inactives show at the highest dose activity change, negative = cytotoxicity, most hits filed as inhibitors; 390,000 compounds, 0.16% hits; note: potency is the fitted concentration of half-maximal effect; % is set by controls: 0 for no effect and ±100 for the full control effect
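A549 ARE-Fluc cells in 5% FBS OPTI-MEM, 5000 cells/well, rested 2 h then exposed to compounds in concentration-response for 18-24 h at 37 °C. Viability by CellTiter-Fluor fluorescence (Ex 405/Em 525) after 30 min; luciferase luminescence (BugLite, 15 min, RT) read afterwards.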
Nrf2 block: inhibitors of Nrf2 signaling | A549 ARE-Fluc reporter, luciferase luminescence, 18-24 h | AID 504444 | 360,000 compounds, 2.1% hits | Potency, µM (highest dose often 46 µM), without a hit: at the highest dose activity change, negative = inhibition, most hits filed as inhibitors; note: potency is the fitted concentration of half-maximal effect; % is set by controls: 0 for no effect and ±100 for the full control effect; nearly all actives have a fitted effect of over 60% in size
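Cells were seeded and rested 2 h, then exposed to compounds for 18-24 h. CellTiter-Fluor was read first as a viability measure. BugLite was added 15 min before the final luminescent read of ARE-luciferase activity in A549 cells.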
TGFb SMAD3 inh: inhibitors of TGF-b signaling | HepG2 CAGA-GFP TGF-b/SMAD3 reporter, GFP fluorescence, 18 h; TGF-beta stimulated, 500 pg/mL final | Potency, µM (highest dose often 46.1 µM), inactives show top-dose activity, negative = inhibition, most hits filed as inhibitors | 410,000 compounds, 1.2% hits | AID 588855; note: potency is the fitted concentration of half-maximal effect; % is set by controls: 0 for no effect and ±100 for the full control effect; nearly all actives have a fitted effect of over 65% in size
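GFP signal (ex488/em500-530) from TGF-beta-stimulated HEPG2 CAGA-GFP cells, 500 pg/mL final, 18 h at 37 degrees C in DMEM plus 1% FBS, normalized to unstimulated and DMSO-stimulated controls.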
Akt phos inh: Akt phosphorylation inhibition. Neuro2A IGF-stimulated pAkt S473 HTRF, 20 min; active compounds read low. activity change, % for hits at 50 µM. 360,000 compounds, 0.32% hits. AID 651550; in the data active = activity change below about -80%; inconclusive = mostly about -51% to -80%; note: % is set by controls: 0 for no effect and ±100 for the full control effect
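Neuro2A cells (4,500/well, DMEM with 0.5% FBS) were treated with compound at a single 50 µM final concentration, stimulated with 6 nM IGF for 20 min at 37 °C, and lysed. Phospho-Akt Ser473 was read by HTRF as 665/615 ratio ×10^4.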
Nrf2 activator: activates Nrf2 signaling | AREc32 ARE-luciferase reporter (MCF7-derived line), luminescence, 24 h | Potency, µM (top dose mostly 46.1 µM), for inactives: at the highest dose activation, actives largely listed as activators | 410,000 compounds, 0.31% hits; note: potency is the fitted concentration of half-maximal effect; % of control where 0% means no effect; nearly all actives have a fitted effect of over 65% in size
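Nrf2 activation is followed as ARE-luciferase induction in the AREc32 line after one day of compound treatment; luminescence is read with Steady-Glo.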
Active calls of the source: *; i = inactive; ? = inconclusive; · = no result given; & = joins results of further samples; [ ] = another dose, or the depositor's remark. Unless noted, calls come from the whole dose curve; as a rule, active = well fitted curve in the direction sought with a large enough effect; inconclusive = small, poorly fitted or top-dose-only effect, or another doubt; inactive = no such curve, though single readings can be large; an effect the other way counts as inactive or inconclusive.

Molecule,Mm-Cpn inhibitor,Abeta yeast res,HepG2 tox,CCT chaperon mod,A549 viability,Nrf2 block,TGFb SMAD3 inh,Akt phos inh,Nrf2 activator
S=C(NCc1ccccc1)NCc1cccc(Cl)c1,4%,14µM*,-15%,0.0,14%,-15%,-26%,i,-0.8%
CCOC(=O)C1(Cc2ccc(O)cc2)NC(c2ccco2)C2C(=O)N(c3ccccc3F)C(=O)C21 (stereo unspecified),1%,6%,-14%,0.6,-1%,-15%,9%,i,3.6%
Cc1ccc(NS(=O)(=O)c2ccc(C)c(C(=O)Nc3ccc(S(=O)(=O)Nc4onc(C)c4C)cc3)c2)cc1,·,1%,0%,-0.2,-1%,8%,-27%,i,-0.7%
OC1(c2cccc(C(F)(F)F)c2)CCN(c2ncnc3c2[nH]c2ccc(F)cc23)CC1,·,-5%,20µM*,1.9,21µM*,12µM*,?,i,-3.4%
CN(C)C(CNC(=O)c1cc2ccccc2o1)c1ccco1 (stereo unspecified),0%,-6%,1%,1.2,0%,1%,-8%,i,4.9%
O=C(CCCN1C(=O)C(c2ccccc2)Oc2cccnc21)NCc1ccccc1Cl (stereo unspecified),-2%,0%,5%,0.8,1%,?,-2%,i,-0.5%
COc1ccc(C(=O)OCC(=O)N2C(C)CCCC2C)cc1S(=O)(=O)N1CCOCC1 (stereo unspecified),0%,20%,-24%,2.1,-1%,1%,-17%,i,-0.1%
CC(=NNC(=O)c1ccccc1N)c1ccccc1O,·,-16%,-47%,2.0,·,·,-15%,i,-1.2%
CCc1nc(SCc2ccccc2C)n[nH]1,1%,-17%,-5%,-0.2,2%,2%,4%,i,0.9%
CCOC(=O)c1c(NC(=O)CN2CCCc3ccccc32)sc(C)c1CC,0%,-5%,-4%,-0.2,11%,-4%,0%,i,1.4%
COc1ccc(-c2c(C)nn(Cc3ccccc3)c2N)cc1,-2%,-29%,0%,-10.0,3%,11%,11%,i,0.5%
Cn1c(-c2ccccc2)cc(=O)n1-c1ccccc1,·,-15%,1%,-0.5,-5%,?,-3%,i,-0.2%
CC(Sc1nc2ccccc2s1)C(=O)NCc1ccc2c(c1)OCO2 (stereo unspecified),-6%,-20%,-35%,-13,14%,-6%,-28%,i,1.7%
COc1ccc(C)cc1NC(=O)COC(=O)c1ccc2c(c1)OCO2,-3%,-16%,-27%,-0.3,15%,-18%,-7%,i,-0.1%
Cc1nnc(SCC(=O)NC2CCCC2)n1-c1ccccc1,4%,0%,-3%,-3.6,-2%,3%,14%,i,0.1%
CCc1cccc(C)c1NC(=O)c1cc(S(=O)(=O)N2CCOCC2)cn1C,·,-41%,1%,·,0%,-16%,-5%,·,-0.5%
Cc1cc(O)c(Sc2ccccc2)c(=O)o1,·,3%,11%,-2.1,3%,-5%,0%,i,0.3%
Cc1ccc(C(=O)OC(C)CN2CCOCC2)cc1 (stereo unspecified),-1%,3%,-108%,1.4,2%,18%,?,i,0.3%
CCSc1nnc(NC(=O)CSC2=NCCS2)s1,-3%,-4%,6%,0.0,3%,?,-21%,i,-0.4%
COc1cc(C=O)ccc1OCCCOc1ccccc1C(=O)O,-1%,6%,-14%,-0.7,11%,8.2µM*,?,i,-2.1%
CCC(=O)Nc1c(C)c(CC)nc2ccccc12,-1%,-15%,3%,-2.5,8%,·,29%,i,0.5%
Cc1ccc(-c2n[nH]c(=S)n2/N=C/c2cccn2C)cc1,-1%,-5%,-3%,-2.6,0%,-7%,-12%,i,0.7%
COc1ccccc1CNc1ccc2nnc(CCNC(=O)c3ccc(C)cc3)n2n1,1%,3%,5%,-1.3,-1%,-10%,-2%,i,0.4%
CCc1cnc2c(c1SCC(=O)Nc1ccc(Cl)cc1)c(=O)n(C)c(=O)n2C,·,-9%,1%,·,9%,·,13%,·,2.8%
CC(C)NC(=O)CN(C(=O)CCC(=O)Nc1ccccn1)c1ccc(F)c(Cl)c1,2%,-12%,1%,-0.2,-1%,29%,?,i,-1.2%
O=C(CSc1nc2[nH]c(=O)cc(O)c2s1)NCCc1ccccc1,1%,-17%,-5%,-0.6,-2%,9%,-35%,i,-0.1%
CCOC(=O)C1CCN(C(=O)CCn2c(=O)[nH]c3ccsc3c2=O)CC1,2%,5%,-5%,0.3,2%,?,4%,i,-0.3%
S=c1[nH]nc(Nc2ccccc2)s1,2%,-10%,-32%,-1.8,5%,?,9%,i,2.0%
CC(=O)C1CCCN(C(=O)c2ccc3nc(Cc4cccc(Cl)c4)oc3c2)C1 (stereo unspecified),1%,-2%,9%,2.0,-8%,-9%,?,i,-0.5%
Cc1ccc(C2=CC(=O)CC(C)(C)C2)cc1,3%,-3%,-8%,-0.8,12%,12%,-10%,i,3.9%
O=c1[nH]c(N2CCc3ccccc32)nc2c1CCCC2,2%,7%,-2%,-6.7,-2%,·,-10%,i,4.3%
Cc1nc(C)c(C(=O)C2=C(O)C(=O)N(CCN3CCOCC3)C2c2ccco2)s1 (stereo unspecified),-2%,5%,6%,1.3,-2%,·,28%,i,-0.5%
CCCN(CCC)CCCNC(=O)c1cn(CC)c2ccc(S(=O)(=O)N(C)C3CCCCC3)cc2c1=O,1%,2%&7%,-3%&3%,-0.8,-5%&-17%,14%&6%,6%&-22%,i,0.4%&0.3%
O=C(Nc1nc(-c2ccccn2)cs1)c1ccc(Br)s1,1%,-78%[inhibitor],-12%,-2.5,?,?,-28%,i,2.3%
O=C(Cc1ccc(F)cc1)N1CCOCC1,0%,4%,-7%,-3.0,2%,-20%,10%,i,-0.1%
O=C(CSCc1ccc(F)cc1)Nc1ccc(N2CCOCC2)cc1N1CCOCC1,-3%,8%,-2%,0.4,1%,-8%,4%,i,0.2%
COc1ccccc1CN(C)C(=O)C(c1ccccc1)c1ccccc1,1%,6%,-8%,-0.4,0%,?,0%,i,-0.3%
O=C(CCC(=O)NC12CC3CC(CC(C3)C1)C2)NC1CCCCC1,1%,-1%,-2%,-3.0,-8%,-5%,5%,i,-0.4%
O=C(NCCCn1ccnc1)C(=O)Nc1ccccc1,2%,-12%,-14%,1.5,5%,5%,0%,i,2.0%
COc1ccccc1-n1cnc2sc(-c3ccccc3)cc2c1=O,2%,4%,-1%,-7.7,-1%,12%,-21%,i,0.8%
O=C(c1cccs1)N1CCN(C2CCN(Cc3ccccc3)CC2)CC1,-2%,4%,3%,-0.3,1%,-11%,10%,i,-0.8%
CC(=O)C1=C(O)C(=O)N(CCC(=O)O)C1c1cccc(F)c1 (stereo unspecified),-6%,-14%,-7%,-1.7,-1%,-10%,-2%,i,0.3%
O=C(NCC1CCCO1)c1cccc(N2CCCC2=O)c1 (stereo unspecified),1%,3%,3%,-1.5,-8%,-6%,1%,i,-0.1%
Cc1cc(C)n(-c2nc3ccccc3nc2Nc2ccc(C(C)C)cc2)n1,·,-18%,-3%,·,1%,14%,4%,·,0.1%
C=CCn1c(=O)c(C(C)=O)cn(N(C)c2ncc(C(F)(F)F)cc2Cl)c1=O,-3%,-5%,8%,0.1,-6%,9%,20%,i,-0.2%
O=C(COC(=O)c1cc([N+](=O)[O-])ccc1N1CCOCC1)NCc1ccc(Cl)cc1Cl,-1%,-13%,-12%,0.3,?,-1%,?,i,4.0%
O=S(=O)(/N=C(/Nc1ccccc1F)c1ccccc1)c1ccccc1,1%,22%[9.22 µM],15%,-0.4,-3%,·,17%,i,0.1%
C=CCNC(=S)N/N=C/c1ccc(C(F)(F)F)cc1,-21%,?,-33%,-2.2,-3%,?,?,i,3.9%
CC(C)CNc1ncnc2[nH]ncc12,·,3%,12%,-2.9,5%,7%,0%,i,3.4%
C(=C\n1nnc2ccccc21)/c1ccc[nH]1,-3%,-3%,-15%,-0.2,-7%,8%,-14%,i,8.2%

(further entries)
Molecule,Mm-Cpn inhibitor,Abeta yeast res,HepG2 tox,CCT chaperon mod,A549 viability,Nrf2 block,TGFb SMAD3 inh,Akt phos inh,Nrf2 activator
O=c1[nH]c(SCc2n[nH]c(=S)n2-c2ccccc2)nc2sc3c(c12)CCC3,2%,-4%,-15%,0.2,4%,-9%,-25%,i,2.8%
COc1ccc(S(=O)(=O)Nc2ccc(-n3cnnn3)cc2)cc1[N+](=O)[O-],1%,-5%,-8%,-0.6,-2%,-22%,-1%,i,-1.2%
Cc1cc(C)c(NC(=S)NC(NC(=O)c2ccccc2)C(Cl)(Cl)Cl)c(C)c1 (stereo unspecified),?,-10%,-49%,0.9,-13%,?,?,i,7.0%
O=S1(=O)NC[C@]23C[C@H](c4ccc(F)cc4)[C@@H](C[C@@H]21)O3,-1%,7%,7%,-0.2,-5%,-11%,-4%,i,-0.6%
OCCC1CN(Cc2cccn2-c2ccccn2)CCN1C1CCCC1 (stereo unspecified),-1%,3%,-6%,-8.3,0%,0%,-2%,i,0.2%
CCn1c(N)c(C(=O)NCc2ccc3c(c2)OCO3)sc1=S,-2%,18%,-4%,-1.2,2%,·,17%,i,0.6%
C=CCn1c(SCC(=O)Nc2nc3ccccc3s2)nnc1-c1ccccc1O,-1%,-2%,-37%,-0.5,-1%[1.84 µM],?,?,i,2.9%
